Bioassay records from PubChem.
ABCB6 inh MLPCN = blocks the human ABCB6 transporter | Q9NP58 | K562-ABCB6 porphyrin accumulation, flow cytometry, 1 h; active compounds read low | fluorescence ratio to DMSO, % at 10 µM | 360,000 tested, 0.19% active | AID 602162;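 active = fluorescence ratio to DMSO below 75%, the collection mean minus 3 SD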;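 note: signal is porphyrin accumulated inside mitochondria; 100% equals median channel fluorescence of DMSO control wells; lower ratio means ABCB6 inhibition with less porphyrin fluorescence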
MC4R barr agon = agonists of human melanocortin 4 receptor (MC4R) beta-arrestin; U2OS MC4R beta-arrestin complementation, luminescence; percent of melanotan II response, DMSO zero; activation, % at 8.9 µM; 360,000 tested, 0.98% active; AID 540308;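 active = activation above a per-plate cutoff, the mean activation of sample wells on that plate plus 3 SD, cut at about 8% in these data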
MC4R antag cAMP = blocks human MC4R cAMP signaling; MC4R-expressing cells, MTII-stimulated cAMP, LANCE TR-FRET; inhibition, % at 6.5 µM; 360,000 tested, 0.48% active;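 active = inhibition above its plate's cutoff, the mean of tested wells on that plate plus 3 SD, cut at about 29% in these data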;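 note: 0% = Melanotan II alone and 100% = Melanotan II plus saturating MCL0020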
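Assay system: U2OS-MC4R stable cell line; Also added: Melanotan II; Technique: Eu-cAMP/anti-cAMP TR-FRET, emission 671 nm; Times: 30-min compound, 1-h challenge, 1-h detection, room temperature.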
Exocytosis inh = lytic granule exocytosis inhibition. TALL-104 LAMP-1 surface exposure, flow cytometry; cells stimulated with thapsigargin and PMA. inhibition, % at 10 µM. 360,000 tested, 0.66% active. AID 651702;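 active = inhibition above about 55%, limit read from the data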
aDG glyco up = increases alpha dystroglycan glycosylation. Pro5-aDG cells, alpha-DG glycosylation AlphaScreen (IIH6); 0% Pro5, 100% B10-LARGE cell signal. activation, % at 10 µM. 360,000 tested, 0.22% active;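 active = activation of at least 8% versus controls, or a plate z-score of at least 8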;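 note: Pro5 are CHO cells carrying HIG-tagged alpha-DG that lacks glycosylation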
TLR9-MyD88 block = inhibitors of human TLR9-MyD88 binding; AID 504734; 340,000 tested, 0.21% active; inhibition, % at 4.98 µM; Q9NR96+Q99836; CHO BLA complementation TLR9-MyD88, CCF4 FRET ratio;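 active = inhibition above the mean over all tested compounds plus 3 SD, cut at about 21% in these data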;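 note: 0% = DMSO only wells and 100% = clavulanate BLA inhibitor control wells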
ABHD5-PLIN5 inh = blocks binding of human ABHD5 to perilipin-5; Q00G26+Q8WTS1; Split G. princeps luciferase complementation, luminescence, 4 h; inhibition, % at 4 µM; 360,000 tested, 0.78% active; AID 602281;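 active = inhibition above the mean inhibition across every tested compound plus 3 SD, cut at about 22% in these data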;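 note: 0% = DMSO only wells and the 100% control is not disclosed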
Vif inh = HIV Vif inhibition; 340,000 tested, 0.35% active; inhibition, % at 7.49 µM; HEK293T cells, Vif self-association by quenched fluorescence, imaging, 24 h; in the data active = inhibition above about 50%, passing the limit was not always enough; note: some results filed as inactive read as strong as hits
N-glyco inh = blocks N-linked glycosylation in D54 reporter cells; D54 ERlucT glycosylation luciferase reporter, 24 h; percent of 100 nM tunicamycin response; reporter increase, % at 12.5 µM; 360,000 tested, 0.23% active; AID 588692;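 active = mean luciferase reporter signal, scaled so untreated is 0 and the glycosylation-blocking control 100, at or above a set limit in every replicate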;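 note: luciferase carries N-glycosylation sites so blocking glycosylation raises the light; 0% = median of neutral control wells and 100% = median of 100 nM tunicamycin wells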
NOD2-RIPK2 inh = blocks binding of human NOD2 to RIPK2; AID 624267; inhibition, % at 4.98 µM; 360,000 tested, 0.38% active; O43353; CHO BLA complementation NOD2-RIPK2, CCF4 ratio; in the data active = inhibition above about 21%;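 note: 0% = vehicle only and 100% = reference blocker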
Active calls of the source: *; nt = not tested or not shown. An excerpt (hit frequency here may not be typical).

The first seven compounds, ahead of the listing:
SMILES	ABCB6 inh MLPCN	MC4R barr agon	MC4R antag cAMP	Exocytosis inh	aDG glyco up	TLR9-MyD88 block	ABHD5-PLIN5 inh	Vif inh	N-glyco inh	NOD2-RIPK2 inh
CC(C)c1ccc(-n2c(O)c(/C=N/N3CCOCC3)c(=O)[nH]c2=S)cc1	103	-2.3	-1	10	0.0	1	-13	7	0	-3
CC(=O)c1ccc2c(c1)OCO2	106	-0.3	0	-3	-0.1	3	1	3	-3	2
CCC(c1nnnn1C1CCCCC1)N1CCC2(CC1)C(=O)NCN2c1ccccc1 (configuration not stated)	102	nt	nt	-3	0.0	nt	1	2	0	-11
CC(C)(O)/C=C/C(=O)[C@](C)(O)C1[C@H](O)C[C@@]2(C)C3CC=C4C(C[C@H](O)[C@@H](O)C4(C)C)[C@]3(C)C(=O)C[C@]12C (some centres not stated)	89	-1.7	-2	5	0.3	1	12	0	-22	-1
COC(=O)C1=C(c2ccc(-c3ccccc3)c(F)c2)C[C@@H]2CC[C@H]1N2C(=O)NCCc1ccccc1	94	-0.6	10	1	1.5	-5	18	-6	-11	7
C=CCN=C(SCC(=O)c1ccc(Cl)cc1)c1c(O)n(C)c(=O)n(C)c1=O	103	-0.5	3	2	0.0	-12	-4	12	17	-5
CN(C)P(=S)(Nc1ccccc1)C(Cl)(Cl)Cl (configuration not stated)	97	3.0	20	2	0.1	3	5	-8	1	-3

The listing, from the first entry:
SMILES	ABCB6 inh MLPCN	MC4R barr agon	MC4R antag cAMP	Exocytosis inh	aDG glyco up	TLR9-MyD88 block	ABHD5-PLIN5 inh	Vif inh	N-glyco inh	NOD2-RIPK2 inh
CC(C)c1ccc(-n2c(O)c(/C=N/N3CCOCC3)c(=O)[nH]c2=S)cc1	103	-2.3	-1	10	0.0	1	-13	7	0	-3
CC(=O)c1ccc2c(c1)OCO2	106	-0.3	0	-3	-0.1	3	1	3	-3	2
CCC(c1nnnn1C1CCCCC1)N1CCC2(CC1)C(=O)NCN2c1ccccc1 (configuration not stated)	102	nt	nt	-3	0.0	nt	1	2	0	-11
CC(C)(O)/C=C/C(=O)[C@](C)(O)C1[C@H](O)C[C@@]2(C)C3CC=C4C(C[C@H](O)[C@@H](O)C4(C)C)[C@]3(C)C(=O)C[C@]12C (some centres not stated)	89	-1.7	-2	5	0.3	1	12	0	-22	-1
COC(=O)C1=C(c2ccc(-c3ccccc3)c(F)c2)C[C@@H]2CC[C@H]1N2C(=O)NCCc1ccccc1	94	-0.6	10	1	1.5	-5	18	-6	-11	7
C=CCN=C(SCC(=O)c1ccc(Cl)cc1)c1c(O)n(C)c(=O)n(C)c1=O	103	-0.5	3	2	0.0	-12	-4	12	17	-5
CN(C)P(=S)(Nc1ccccc1)C(Cl)(Cl)Cl (configuration not stated)	97	3.0	20	2	0.1	3	5	-8	1	-3
CCN1CCN(C(=O)Cc2ccc(C)cc2)CC1	99	-0.7	9	0	0.0	4	-4	3	-2	-11
COc1ccc(/C=C/C(=O)NC(=S)N2C[C@H]3C[C@H](C2)c2cccc(=O)n2C3)cc1	94	0.4	-8	2	0.0	-1	3	0	-1	-7
O=C(c1ccc(Br)cc1)C12CN3CN(CN(C3)C1)C2	95	-1.6	3	-1	0.2	-5	6	7	4	-10
Oc1ccc2c3c1O[C@H]1c4oc5ccccc5c4C[C@@]4(O)[C@@H](C2)N(CC2CC2)CC[C@]314	95	-0.8	1	0	0.4	3	0	9	-7	0
CCCCn1c(O)c(C(C)=NCCCN(C)C)c(=O)[nH]c1=O	100	0.9	-8	1	-0.1	3	3	-9	0	1
CCOC(=O)C1(c2ccccc2)CCN(CCC(C#N)(c2ccccc2)c2ccccc2)CC1	102	-0.1	11	15	0.3	-4	-4	-7	-16	-9
COC(=O)C1(F)C(=O)NC(=O)NC1O (configuration not stated)	97	nt	nt	-7	-0.1	nt	5	nt	nt	-24
COC(=O)C1=C(c2ccc(OCc3ccccc3)cc2)C[C@@H]2CC[C@H]1N2C(=O)NCc1ccc(OC)cc1	94	-0.1	25	13	0.6	0	3	23	-7	-11
O=C(c1ccc(N2CCCCC2)c([N+](=O)[O-])c1)N1CCC2(CC1)OCCO2	92	-0.6	4	0	-0.4	2	9	-1	1	-6
Cc1ccc(-c2nn(CCC#N)cc2C(=O)O)cc1C	85	0.4	7	-7	-0.3	3	1	0	2	5
Cc1ccc(-n2c(C)nc3cc(Cl)ccc3c2=O)nc1	96	0.5	0	4	0.0	11	-4	-3	-1	-6
O=c1[nH]c(=O)n(CCc2ccc(F)cc2)c(O)c1C=NCCCN1CCOCC1	105	-0.8	10	-1	0.1	-17	3	7	2	-4
c1ccc2c(CN3CCCCC3)c[nH]c2c1	104	-2.0	2	0	0.0	7	4	12	2	-5
COC(=O)C1=C(c2cc3ccccc3o2)C[C@@H]2CC[C@H]1N2C(=O)NC1CCCCC1	97	-1.2	0	-8	0.1	0	-4	-16	0	1
O=C(O)c1ccc(N=Cc2c(O)[nH]c(=O)[nH]c2=O)cc1	98	-0.9	0	9	-0.1	-2	2	2	-1	2
CCN(CC)CCC(=O)O[C@H]1CC[C@]2(C)C3CC[C@@]4(C)C(CC[C@]4(C)O)C3CC[C@H]2C1 (some centres not stated)	94	3.0	-6	4	0.3	2	3	10	-3	-1
CCOC(=O)CNC(=O)CSP(=S)(OCC)OCC	96	1.9	-10	5	0.0	0	15	19	-1	-9
CC1CCC(NCC(O)c2ccccc2)CC1 (configuration not stated)	98	-0.4	-5	-2	0.0	-1	-4	8	-2	1
Nc1ccc(N=Nc2ccccc2)cc1	96	-0.7	-1	-10	0.2	-8	-3	20	-6	-3
N/C(=N\[N+](=O)[O-])N1CCN(C(=O)OC2CCCC2)CC1	104	-0.7	7	-13	-0.1	-8	2	-9	0	-7
Cn1c(CN2CCN(C(=O)COc3ccccc3)CC2)nc2cc([N+](=O)[O-])ccc21	93	0.5	3	-2	0.0	-5	1	1	0	-5
CC(C)(C)n1nnnc1C(c1ccccc1)N1CCC2(CC1)C(=O)NCN2c1ccccc1 (configuration not stated)	97	nt	nt	-5	-0.5	nt	-2	-1	-1	-2
CN1CCC(=O)N(CCN=[N+]=[N-])CC1	104	0.1	6	2	0.1	0	-3	4	1	-10
CCN(C=C1CC2C3CC=C4CC(O)CCC4(C)C3CCC2(C)C1=O)CC (configuration not stated)	97	-1.9	9	-1	-0.2	1	12	4	-4	7
CSc1ccc(C(=O)C(C)(C)N2CCOCC2)cc1	99	-3.2	4	-1	-0.1	-6	-1	4	0	-14
Cn1c(O)c(C=NCCN2CCOCC2)c(=O)[nH]c1=S	104	-1.7	-8	-4	0.1	-12	1	1	0	-12
CN1CCN(c2ccc(S(=O)(=O)C(F)(F)F)cc2[N+](=O)[O-])CC1	98	-1.2	5	-4	-0.4	-6	5	-4	0	-11
CN1CCN(c2ncnc3nc[nH]c23)CC1	96	-3.9	19	-9	0.6	4	-2	-13	2	-4
CC1(C)N(O)C2CCCCC2N1O (configuration not stated)	92	-1.2	8	0	-0.2	-6	0	8	0	-10
Cc1cccc(C)c1OP(N)(=O)Oc1c(C)cccc1C	89	0.1	3	-8	-0.1	-10	-1	-5	-1	-4
COC(=O)C(O)(c1ccc(NC(=S)NC(=O)c2ccc(Cl)cc2Cl)c(C)c1)C(F)(F)F (configuration not stated)	82	-1.5	-4	-2	0.8	0	-10	-19	-4	7
COC(=O)C1=C(c2ccc(Cl)c(C(F)(F)F)c2)C[C@@H]2CC[C@H]1N2C(=O)NC1CC1	97	-1.9	-6	10	0.1	-11	4	-1	-1	-2
O=[N+]([O-])c1cccc2c([As](=O)(O)O)cccc12	89	1.3	0	-3	0.1	-5	4	nt	3	-1

Three compounds picked at random from those above, as already listed:
SMILES	ABCB6 inh MLPCN	MC4R barr agon	MC4R antag cAMP	Exocytosis inh	aDG glyco up	TLR9-MyD88 block	ABHD5-PLIN5 inh	Vif inh	N-glyco inh	NOD2-RIPK2 inh
COC(=O)C(O)(c1ccc(NC(=S)NC(=O)c2ccc(Cl)cc2Cl)c(C)c1)C(F)(F)F (configuration not stated)	82	-1.5	-4	-2	0.8	0	-10	-19	-4	7
CN1CCN(c2ccc(S(=O)(=O)C(F)(F)F)cc2[N+](=O)[O-])CC1	98	-1.2	5	-4	-0.4	-6	5	-4	0	-11
Cn1c(O)c(C=NCCN2CCOCC2)c(=O)[nH]c1=S	104	-1.7	-8	-4	0.1	-12	1	1	0	-12

More results.
SMILES	ABCB6 inh MLPCN	MC4R barr agon	MC4R antag cAMP	Exocytosis inh	aDG glyco up	TLR9-MyD88 block	ABHD5-PLIN5 inh	Vif inh	N-glyco inh	NOD2-RIPK2 inh
CCN1CCN(Cc2ccc(C)cc2C)CC1	103	-0.8	6	-2	-0.1	-8	-4	-5	-2	3
COc1ccc2c(c1)c(C(=O)C(C)N1CCCCC1)c(C)n2C (configuration not stated)	100	1.7	18	4	0.0	-10	-2	-14	1	3
ClCCN1CCSCC1	94	-0.8	5	-1	-0.2	10	-2	10	1	-3
O=c1[nH]c(=S)n(C2CCCCC2)c(O)c1/C=N/N1CCOCC1	95	2.1	-5	5	0.0	-2	-6	-6	0	-16
CC(C)Oc1ccc(CC2(CCc3ccncc3)C(=O)NC(=O)NC2=O)cc1	106	-1.8	14	-8	0.0	0	2	1	0	2
CCc1ccccc1N1C(=O)CC(=O)NC1=O	98	-0.8	3	-3	-0.5	-3	17	-1	1	-2
Cc1c(C(=O)N2CCC3(CC2)OCCO3)oc2ccc(S(=O)(=O)N3CCOCC3)cc12	97	-1.2	4	-1	0.0	-4	-7	7	3	0
CCOC(=O)C1=C(N)OC2=C(C(=O)CCC2)C12C(=O)N1c3c(ccc(C)c32)C(C)=CC1(C)C (configuration not stated)	93	-1.6	15	0	0.9	0	-2	-2	-2	4
Cc1c(C(=O)N2CCC3(CC2)OCCO3)sc2ncnc(N3CCc4ccccc4C3)c12	96	-1.8	22	4	0.5	-9	-6	-4	2	-9
CC(C)(C)c1ccccc1O	100	1.7	5	-1	0.2	9	4	21	0	-8
COc1ccccc1-n1c(-c2ccoc2)nc2ccccc2c1=O	94	-1.4	1	4	0.0	4	2	-5	0	-7
CCOC(=O)C(C)Oc1cc(C)cc2oc(=O)c3c(c12)CCCC3 (configuration not stated)	101	1.0	-7	1	0.0	-8	0	-1	2	14
COC(=O)CC1(CC(=O)OC)C(=O)N(c2ccccc2)C(=O)N(c2ccccc2)C1=O	106	0.6	9	1	0.0	-19	1	nt	2	-8
C[C@H]1CC[C@H]2NCCN[C@H]2C1	97	4.0	3	-4	-0.2	0	8	-5	1	2
O=c1[nH]c2ccccc2n1C1CCN(Cc2ccc(-c3nc4ccccc4nc3-c3ccccc3)cc2)CC1	119	nt	nt	30	-0.7	nt	5	nt	nt	-11
COc1cccc(-n2c(/C=C/c3ccc(O)c(O)c3)nc3ccccc3c2=O)c1	129	-1.2	11	6	-0.7	8	5	-5	1	14
CC(C)CC(=O)NC(Oc1ccc(Cl)cc1)C(Cl)(Cl)Cl (configuration not stated)	96	8.5*	12	-3	0.1	-6	-9	-4	0	-4
